# Assay outcomes from PubChem.
# D2 antag – antagonists of human D2 dopamine receptor; inhibition, % at 10 µM; P14416; actives 2% (n = 340,000); HEK293 TREx D2 cells, calcium flux, dopamine EC80; in the data active means inhibition above about 30%; further: 0% is about no effect
#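 Inhibition of EC80 dopamine-driven calcium flux, recorded kinetically, defines activity here; cells are a tetracycline-induced HEK293 T-REx line expressing force-coupled D2.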
# D1 antag – blocks dopamine activation of the human D1 receptor; P21728; HEK293 TREx D1 cells, calcium flux, dopamine EC80; hits give low values; activity change, negative = inhibition, % at 10 µM; actives 3.2% (n = 360,000); AID 504652; in the data active means activity change below about -30%; further: on the % scale 0 is the no-effect control and ±100 the full control effect
#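 Inducible Hek293 Trex D1 cells (tetracycline, overnight, 30 C). Calcium dye 30–90 min RT. Antagonist mode: EC80 dopamine added after 180 s compound read.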
# RXFP1 antag – RXFP1 (human) relaxin receptor antagonism. Q9HBX9. HEK293-RXFP1, relaxin-stimulated cAMP HTRF, 30 min; hits give low values. activity change, negative = inhibition, % at 57.5 µM. actives 0.59% (n = 350,000);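 active means activity change of -60% or lower, but not beyond a set lower limit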; further: on the % scale 0 is the no-effect control and ±100 the full control effect
# Target sequence (Q9HBX9 whole entry, looked up): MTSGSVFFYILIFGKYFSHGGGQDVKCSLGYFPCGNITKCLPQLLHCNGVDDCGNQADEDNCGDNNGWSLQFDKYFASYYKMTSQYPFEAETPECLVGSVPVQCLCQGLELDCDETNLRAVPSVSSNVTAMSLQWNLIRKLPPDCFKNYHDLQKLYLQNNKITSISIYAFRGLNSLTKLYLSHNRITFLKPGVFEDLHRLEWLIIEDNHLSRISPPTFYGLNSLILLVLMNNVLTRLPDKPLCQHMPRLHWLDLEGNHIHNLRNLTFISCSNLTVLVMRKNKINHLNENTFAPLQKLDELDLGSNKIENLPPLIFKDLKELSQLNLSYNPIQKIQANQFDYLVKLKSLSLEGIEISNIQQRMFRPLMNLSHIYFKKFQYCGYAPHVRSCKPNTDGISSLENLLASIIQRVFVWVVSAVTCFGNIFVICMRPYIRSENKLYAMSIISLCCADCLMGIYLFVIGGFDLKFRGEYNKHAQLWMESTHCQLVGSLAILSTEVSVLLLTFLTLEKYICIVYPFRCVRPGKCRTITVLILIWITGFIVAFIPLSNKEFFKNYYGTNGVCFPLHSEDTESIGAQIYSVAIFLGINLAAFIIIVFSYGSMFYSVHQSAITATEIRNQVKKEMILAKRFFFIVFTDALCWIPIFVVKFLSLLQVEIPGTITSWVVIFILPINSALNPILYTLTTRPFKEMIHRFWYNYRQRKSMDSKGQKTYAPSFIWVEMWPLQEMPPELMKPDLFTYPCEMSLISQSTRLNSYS
# TRHR PAM – allosterically enhances the human TRH receptor; TRHR cells, fluo-8 calcium fluorescence, EC20 TRH enhancement; P34981; AID 493056; enhancement, % at 2 µM; actives 0.66% (n = 360,000); in the data active means enhancement above about 30%; further: 0% is about no effect
#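 Enhancer read-out: after compound pinning and an initial kinetic agonist-mode read, an EC20 of TRH (10 nM final) was injected and fluo-8 calcium signal (Ex 480/Em 530) followed at 1 s/cycle for 100 cycles in TRHR-expressing cells.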
# TRHR agonist – agonists of human TRH receptor; P34981; TRHR cells, calcium flux fluo-8, FDSS agonist mode; activation, % at 2 µM; actives 0.18% (n = 360,000); AID 493084; further: 0% is about no effect
#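 TRHR-expressing cells, plated overnight in medium with 10% serum, were loaded with fluo-8 calcium dye at room temperature. After a 10 s baseline, library compound was pin-added and calcium release was recorded kinetically (ex 480/em 530) as agonist response.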
# D2 agonist – D2 dopamine receptor (human) agonism | P14416 | HEK293 T-REx D2 cells, calcium flux agonist mode | activation, % at 2 µM | actives 0.53% (n = 340,000) | AID 485358;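 active means activation over 3 SD above normal in the single-dose calcium agonist read, cut at about 30% in these data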; further: 0% is about no effect
#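 Agonism scored from kinetic calcium signal (1 read/sec, 180 s) following compound pin transfer, after a 10 s baseline. Cells: HEK293 Trex line expressing inducible D2 receptor coupled to calcium, dye-loaded after overnight culture at 30 C.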
# D1 PAM – potentiators of human D1 dopamine receptor. P21728. HEK293 TREx D1 cells, calcium flux, dopamine EC20 potentiation. potentiation, % at 10 µM. actives 0.036% (n = 360,000). AID 504651; in the data active means potentiation above about 30%; further: 0% is about no effect
# D2 PAM – positive allosteric modulators of human D2 dopamine receptor; potentiation, % at 10 µM; AID 485347; actives 0.34% (n = 340,000); HEK293 T-REx D2, calcium flux, EC20 dopamine potentiation; P14416;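 active means potentiation over 3 SD above the plate norm, cut at about 30% in these data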; further: 0% is about no effect
#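 Tetracycline-induced Hek293 Trex D2 cells, force-coupled to calcium, loaded with no-wash calcium dye. Compound added with 180 s kinetic read for agonism, then EC20 dopamine and a further 180 s read for potentiation.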
# D1 agonist – activates the human D1 dopamine receptor | P21728 | HEK293 T-REx D1 cells, calcium flux, agonist mode | activation, % at 2 µM | actives 1% (n = 360,000) | AID 504660; further: 0% is about no effect
#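 Inducible HEK293 T-REx D1 cells, force-coupled to calcium signalling, were plated at 4000 cells/well with tetracycline and held overnight at 30 C. After no-wash calcium dye loading, compound-evoked calcium rise over 180 s flagged agonists.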
# The depositor's hits bear a star; . = not tested or not shown. Unless noted, no stated cut-off is given here; in the data, active means activation above about 30%; inactive means the rest.
mol,D2 antag,D1 antag,RXFP1 antag,TRHR PAM,TRHR agonist,D2 agonist,D1 PAM,D2 PAM,D1 agonist
CNC(=O)[C@@]1(C)C=C[C@@H](Cc2ccccc2)N1C(=O)OC,-11,-4,.,-2,-0.5,-0.2,-5,2,-1
CN(CCC#N)C(=O)COC(=O)[C@H](Cc1ccccc1)N1C(=O)c2ccccc2C1=O,-9,0,-1,9,-1.9,-2.4,-6,17,17
CCc1ccc(Cn2c(CNS(=O)(=O)c3ccc4c(c3)CCCC4)nc3cccnc32)cc1,.,15,-4,-1,-0.2,1.3,-3,-5,3
CN(C)CCCNc1nc(N)c([N+](=O)[O-])c(NC2CCCCC2)n1,3,-14,7,-1,0.1,0.3,-4,9,8
COc1ccc(CCNC(=O)C2CC=CCC2C(=O)O)cc1 (centres undefined),-4,8,2,-1,0.3,0.3,-1,4,2
COc1ccc(C(=O)COC(=O)Cc2n[nH]c(=O)c3ccccc23)c(OC)c1,7,7,3,-6,-0.2,0.5,-4,2,2
O=C(O)C(Cc1ccccc1)n1cnnn1 (centres undefined),-6,-2,11,-9,0.4,-0.5,-4,1,2
Cc1ccc(-n2nc3c(N4CCCC(C(=O)NCCc5ccccc5)C4)nnc(C)c3c2C)cc1 (centres undefined),.,5,-32,7,-0.5,-0.4,-1,3,5
O=C(CCCN1C(=O)c2cccc3cccc(c23)C1=O)N1CCN(c2ccccn2)CC1,-11,-10,-3,-4,-0.8,0.2,-4,4,-2
COC(=O)c1ccsc1NC(=O)CN1CCN(c2ncccn2)CC1,-11,1,10,3,0.5,-1.0,-1,7,9
Cc1cc(NC(=O)CSc2nc3c(cc2C#N)CCCC3)no1,-13,7,3,15,-0.4,-0.4,-2,-5,4
CC(=O)Nc1ccc(NC(=O)CCCSc2nc3ccccc3s2)cc1,-1,-22,-17,2,0.1,0.0,-6,-9,5
CCc1nc2c(sc3nc(N4CCOCC4)c4c(c32)CC(C)(C)OC4)c(=O)o1,2,-9,.,-6,0.1,0.1,2,-2,0
CC(C)CCN(C(=O)COc1ccc(C#N)cc1)c1c(N)n(Cc2ccccc2)c(=O)[nH]c1=O,5,-5,.,-5,0.0,0.1,13,-3,4
Cc1ccc(NC(=O)CCn2c(=O)c3cccn3c3ccccc32)cc1Cl,.,-7,-7,3,0.2,1.2,-4,6,20
Cc1cc(Cl)ccc1OCC(=O)NCc1ccncc1,.,-2,16,0,0.2,.,-14,-1,5
CCOc1ccc(NS(=O)(=O)c2ccc(C(=O)N(C)C)s2)cc1,.,5,.,4,-0.1,.,2,1,0
COC(=O)c1cccc(NC(=O)c2ccccc2)c1,-11,6,6,4,-0.6,-1.3,2,-2,4
CCN(CC)C(=O)c1c(C)nc2ccccn12,9,-6,1,17,-1.0,-0.2,4,4,5
CCOc1cc(/C=N/NC(=O)c2ccncc2)ccc1OC(=O)c1ccco1,-4,2,-9,-1,0.1,0.8,1,2,5
Nc1ccnn1Cc1ccncc1,-3,-9,7,-3,0.6,0.8,-3,4,3
Cc1nc(SCC(=O)c2ccccc2)c(C#N)c(-c2ccco2)c1C(=O)NCc1ccco1,-2,-22,-22,-3,-0.2,-0.4,-4,5,15
O=C(NC1CCCC1)c1cc(-c2ccc(Cl)cc2Cl)on1,31*,-4,-2,8,0.1,-0.3,-3,-10,2
O=C(/C=C/c1ccc(F)cc1)c1ccc(N2CCOCC2)cc1,4,-20,0,-9,0.1,-0.9,-3,0,11
CCOC(=O)Cn1ccc(O)c(Cc2ccc(Cl)cc2Cl)c1=O,.,-18,-2,-2,0.4,.,-14,.,1
O=C(COC(=O)c1cc([N+](=O)[O-])ccc1N1CCOCC1)c1ccccc1Cl,6,-6,9,-4,-0.7,-0.8,-1,-1,5
O=C(Nc1ccccc1N1CCOCC1)c1csc2c1CCCC2,7,5,-30,2,-0.5,0.6,-3,-18,2
COCCCNC(=O)Cc1c(C)c2c(cc(C)c3c(C(C)(C)C)coc32)oc1=O,14,-3,-13,4,-0.3,-0.8,1,0,0
CC(=O)c1ccc(NC(=O)c2cccc(S(=O)(=O)N3CCN(C)CC3)c2)cc1,3,25,4,-2,-0.2,1.9,-6,-5,1
COc1cc2c(C(=O)N3CCN(Cc4ccc5c(c4)OCO5)CC3)cn(C)c(=O)c2cc1OC,-17,-4,-8,6,-0.1,-0.1,-2,-3,1
Cc1ccc(CNC(=O)CN2C(=O)C3(SCC(=O)N3c3cc(C)cc(C)c3)c3ccccc32)cc1 (centres undefined),.,-5,-10,-11,-0.3,.,-5,4,2
Cc1cccc(NC(=O)CCCCCN2C(=O)c3ccccc3C2=O)n1,35*,-10,-15,-2,-1.3,-1.1,-3,1,5
CCOC(=O)N1CCN(C(=O)CSc2nc(=O)n3cccc(C)c3n2)CC1,-2,-3,6,4,0.0,0.4,2,14,1
Cc1[nH]c2ccccc2c1/C=N/NC(=O)CNC(=O)c1ccc2c(c1)OCO2,-13,4,0,2,-0.5,-0.7,-6,6,2
Cc1cnn(C(=S)NCc2ccco2)c1,-4,-16,0,1,0.6,0.5,-6,4,-1
COc1ccc(-c2ccc([C@H]3[C@@H]4C=CCC[C@@]4(C)C(=O)N3Cc3ccccc3)c(F)c2)cc1OC,8,0,.,-8,-0.5,-0.2,-4,10,18
Cc1ccccc1CN(C)CC(=O)NC(C)CCc1ccccc1 (centres undefined),-9,-12,-9,-4,-0.3,0.0,1,6,5
CN(Cc1ccc(C(F)(F)F)cc1)C(=O)c1ccc(Oc2ccccc2)cc1,-7,-16,-21,0,0.8,1.7,-4,1,11
Cc1nn(C)c(Sc2ccccc2N)c1[N+](=O)[O-],-9,-2,-2,9,-0.7,0.1,-1,1,2
CC1(C)NC(C(=O)O)Cc2c1[nH]c1ccccc21 (centres undefined),-25,13,9,5,0.2,1.9,5,0,-1
CC(OC(=O)CSc1ccccc1)C(=O)NC1CCCCC1C (centres undefined),.,12,-5,1,0.0,.,-5,.,0
COc1ccccc1CNC(=O)C1CCN(Cc2cc3ccccc3n2Cc2cccc(C)c2)CC1,.,7,3,1,0.4,0.6,-3,8,7
Cc1cccc(NC(=O)[C@H](Cc2ccccc2)NC(=O)[C@@H]2Cc3ccccc3CN2)c1,1,10,19,-1,-0.4,0.2,-2,-2,6
O=C(O)c1nnn(-c2cccc(C(F)(F)F)c2)c1-c1ccccc1,6,6,4,7,0.7,-0.3,0,11,5
Cc1nc2sc(C(c3cccs3)N3CCC4(CC3)OCCO4)c(O)n2n1 (centres undefined),-4,0,-3,-3,-0.2,-1.1,-6,7,-1
COC(=O)c1c(NC(=O)CN2CCCC(C)C2)c2c(C)cccc2n1C (centres undefined),-1,9,0,17,0.1,0.2,-4,-5,1
CC(C)c1ccc(NC2CCCN(C(=O)CCc3cnn(C)c3)C2)cc1 (centres undefined),11,4,-13,0,0.2,-1.5,0,0,-1
COc1ccc(-c2ncnc(C(F)(F)F)c2-c2csc(C)n2)c(O)c1,8,-20,-2,-3,-0.3,-1.1,2,-4,1

# Structural class, the compounds so far with an aryl methoxy group.
mol,D2 antag,D1 antag,RXFP1 antag,TRHR PAM,TRHR agonist,D2 agonist,D1 PAM,D2 PAM,D1 agonist
COc1ccc(CCNC(=O)C2CC=CCC2C(=O)O)cc1 (centres undefined),-4,8,2,-1,0.3,0.3,-1,4,2
COc1ccc(C(=O)COC(=O)Cc2n[nH]c(=O)c3ccccc23)c(OC)c1,7,7,3,-6,-0.2,0.5,-4,2,2
COc1cc2c(C(=O)N3CCN(Cc4ccc5c(c4)OCO5)CC3)cn(C)c(=O)c2cc1OC,-17,-4,-8,6,-0.1,-0.1,-2,-3,1
COc1ccc(-c2ccc([C@H]3[C@@H]4C=CCC[C@@]4(C)C(=O)N3Cc3ccccc3)c(F)c2)cc1OC,8,0,.,-8,-0.5,-0.2,-4,10,18
COc1ccccc1CNC(=O)C1CCN(Cc2cc3ccccc3n2Cc2cccc(C)c2)CC1,.,7,3,1,0.4,0.6,-3,8,7
COc1ccc(-c2ncnc(C(F)(F)F)c2-c2csc(C)n2)c(O)c1,8,-20,-2,-3,-0.3,-1.1,2,-4,1

# Remaining list, next part:
mol,D2 antag,D1 antag,RXFP1 antag,TRHR PAM,TRHR agonist,D2 agonist,D1 PAM,D2 PAM,D1 agonist
CC(C)[C@@H](C(=O)NC1CCCC1)N1C(=O)N2CCc3c([nH]c4ccccc34)[C@@]2(C)C1=O,0,-9,.,-13,1.8,1.1,-1,-2,2
CC(=O)Nc1ccc(C(=O)COC(=O)CN2C(=O)NC3(CCCCC3C)C2=O)cc1 (centres undefined),25,7,1,-1,-0.7,0.2,-3,-3,3
Cn1c(C(=O)NCc2ccccn2)cc2c(=O)n3ccccc3nc21,-3,-2,-9,1,0.3,-0.3,0,14,-1
O=C(/C=C/c1ccc(S(=O)(=O)N2CCOCC2)cc1)N1CCN(c2ccc(F)cc2)CC1,5,5,-3,-3,-0.4,-1.7,-5,6,8
Cn1nccc1NC(=O)Nc1cccc(Cl)c1Cl,4,-33*,-4,10,-0.2,-1.0,-15,16,4
CC(C)Cn1c2c(c(O)c(C(=O)Nc3ncccc3O)c1=O)CCCC2,9,14,-7,0,1.2,-0.5,-6,8,-3
CCOc1ccccc1N(CC(=O)OC)S(=O)(=O)c1ccccc1,-14,11,36,-2,-0.2,0.0,-1,7,0
COc1cc2ccccc2cc1C(=O)N/N=C/c1ccc2c(c1)OCO2,2,-11,-3,-8,-1.0,0.1,-3,-1,4
O=C(N/N=C/c1ccc(O)cc1O)c1ccncc1,2,-15,-4,1,-1.9,1.1,1,-1,5
Cc1ccc(S(=O)(=O)N(C)CCCC(=O)Nc2ccc(C)cc2C)cc1,5,-52*,-15,2,0.1,16,-2,-21,18
O=c1[nH]c(SCc2ccc(F)cc2Cl)nc2ccccc12,-27,-3,-1,0,-0.9,-0.1,-2,0,1
Cc1ccc(-n2nnc3c(SCC(=O)NCC4CCCO4)ncnc32)cc1 (centres undefined),46*,-22,3,13,-1.7,-1.2,-3,.,10
COc1ccc(-n2c(=O)c3sc4ccccc4c3n(CC(=O)NCc3ccccc3)c2=O)cc1,.,11,.,3,0.2,.,3,-3,2
CCOC(=O)N1CCN(C(=O)c2cccc(S(=O)(=O)Nc3ccccc3Cl)c2)CC1,-19,-9,-2,4,-0.1,1.1,-4,-2,1
OC(CN1CCN(c2cccc(Cl)c2)CC1)C(c1ccccc1)c1ccccc1 (centres undefined),7,-13,.,15,0.6,5.4,-6,-18,1
CCCCC(=O)Nc1ccc2c(c1)nc1n2CCN(CCOC)C1,2,-16,1,4,-0.9,1.5,0,2,1
CN(CC(=O)Nc1ccc(N2CCOCC2)cc1)C(=O)CCCOc1ccc(Cl)cc1Cl,-6,-6,-13,40*,-0.2,0.5,-6,4,4
